Compound activity as filed in PubChem BioAssay.
TrxR1 substrate: qHTS Assay for Substrates of Mammalian Selenoprotein Thioredoxin Reductase 1 (TrxR1): qHTS; actives 0.01% (n = 390,000); purified TrxR1 substrate turnover, NADPH consumption readout; Potency, µM (doses to about 114 µM), for the others: top-dose activity change, negative = substrate turnover; Thioredoxin reductase 1, cytoplasmic (Rattus norvegicus), O89049; also: potency is read from the fitted curve at half-maximal effect; % is scaled to controls: 0 for no effect and ±100 for the full control effect; nearly all actives have a fitted effect of over 50% in size
Target sequence (O89049 whole entry, looked up): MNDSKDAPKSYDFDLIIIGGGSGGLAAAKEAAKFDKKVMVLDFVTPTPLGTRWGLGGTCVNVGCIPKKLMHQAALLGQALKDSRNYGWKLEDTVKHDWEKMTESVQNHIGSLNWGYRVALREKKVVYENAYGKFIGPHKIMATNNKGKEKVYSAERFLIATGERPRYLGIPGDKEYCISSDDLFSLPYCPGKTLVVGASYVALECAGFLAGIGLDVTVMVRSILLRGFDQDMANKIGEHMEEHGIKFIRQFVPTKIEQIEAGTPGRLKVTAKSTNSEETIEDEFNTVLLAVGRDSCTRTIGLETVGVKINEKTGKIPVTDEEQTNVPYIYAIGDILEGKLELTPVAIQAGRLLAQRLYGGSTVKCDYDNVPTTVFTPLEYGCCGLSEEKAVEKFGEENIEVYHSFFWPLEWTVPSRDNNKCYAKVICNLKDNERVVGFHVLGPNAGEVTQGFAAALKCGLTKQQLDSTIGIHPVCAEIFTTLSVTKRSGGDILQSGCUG
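Rat TrxR1, dispensed at 90 nM, was prereduced with 400 uM NADPH (final) for 5 min at ~22 deg C, then incubated with compound 15 min before 400 uM selenite. A first-read NADPH fluorescence drop versus no-compound background flagged substrates.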
IDH1 R132H inh: qHTS for Inhibitors of mutant isocitrate dehydrogenase 1 (IDH1): qHTS | actives 0.093% (n = 390,000) | Isocitrate dehydrogenase [NADP] cytoplasmic (Homo sapiens), O75874 | Potency, µM (titrated, usually from 76.6 µM), for the others: at the highest dose activity change, negative = inhibition, most hits filed as inhibitors | IDH1-R132H enzyme, NADPH consumption, diaphorase/resazurin fluorescence; also: potency is read from the fitted curve at half-maximal effect; % is scaled to controls: 0 for no effect and ±100 for the full control effect; nearly all actives have a fitted effect of over 65% in size
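IDH1-R132H (0.5 ug/mL dispensed) in pH 7.5 Tris buffer was preincubated 30 min with compound, then given a substrate mix of 0.016 mM NADPH and 2 mM alpha-KG for 80 min at room temperature; remaining NADPH was read by diaphorase/resazurin fluorescence.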
PI4K2A block: qHTS for small molecular inhibitors of PI4K2A | purified PI4K2A, ADP-Glo luminescence, 1 h; active compounds read low | activity change, negative = inhibition, % at 76.9 µM | actives 0.13% (n = 420,000) | AID 1346378, 2018; in the data active = activity change below about -50%; inconclusive = mostly about -30% to -49%;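 also: -100% = wells without enzyme as full effect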
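Compounds are screened against recombinant PI4K2A using PI as substrate and ATP, the latter dispensed at 300 microM. Reactions run one hour at ambient temperature before ADP-Glo detection; full inhibition defined by wells lacking enzyme.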
USP1-UAF1 inh: Inhibitors of USP1/UAF1: Primary Screen. Ubiquitin carboxyl-terminal hydrolase 1 (Homo sapiens), O94782. recombinant USP1/UAF1, Ub-Rhodamine cleavage fluorescence. Potency, µM (doses to about 57.1 µM), for the others: at the top dose activity change, negative = inhibition, actives largely listed as inhibitors. actives 0.23% (n = 390,000); also: potency is read from the fitted curve at half-maximal effect; % is scaled to controls: 0 for no effect and ±100 for the full control effect; nearly all actives have a fitted effect of over 60% in size; inactives centre near -12
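1 nM enzyme complex + cpd, 15 min RT; start with Ub-Rho 150nM final; kinetic fluorescence ex 480/em 540, 6 reads q60 s. Buffer 50mM HEPES pH 7.8, 0.5mM EDTA, 0.1 mg/ml BSA, 1mM TCEP, 0.01% Tween-20.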
LDHA block: qHTS assay for inhibitors of human lactate dehydrogenase; L-lactate dehydrogenase A chain (Homo sapiens), P00338; purified LDHA, NADH/diaphorase-resazurin fluorescence; active compounds read low; activity change, % (values are at about 110 or 230 µM); actives 0.15% (n = 480,000); in the data active = activity change below about -30%; inconclusive = mostly about -25% to -30%;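 also: plate controls were DMSO wells for no effect and wells without enzyme for full effect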
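Human LDH5 at 2 nM final in Tris HCl pH 7.4 with 0.06 mM NADH and 0.2 mM pyruvate, reacted 5 minutes at room temperature. Remaining NADH coupled via diaphorase/resazurin; resorufin fluorescence read at 0 and 20 minutes, normalized to enzyme-free and DMSO wells.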
Vif-APOBEC3G blk: qHTS for Inhibitors of Vif-A3G Interactions: qHTS; DNA dC->dU-editing enzyme APOBEC-3G (Homo sapiens), Q9HC16; HeLa A3G-eYFP + Vif (tagged APOBEC3G with the HIV-1 protein that degrades it), YFP fluorescence, overnight; Potency, µM (series often up to 46.1 µM), for inactives: at the top dose activity, negative = active, actives largely listed as inhibitors; actives 0.076% (n = 410,000);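 also: potency is read from the fitted curve at half-maximal effect; % is scaled to controls: 0 for no effect and ±100 for the full control effect; nearly all actives have a fitted effect of over 60% in size; hits raise eYFP signal because A3G escapes Vif-driven loss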
Target sequence (Q9HC16 whole entry, looked up): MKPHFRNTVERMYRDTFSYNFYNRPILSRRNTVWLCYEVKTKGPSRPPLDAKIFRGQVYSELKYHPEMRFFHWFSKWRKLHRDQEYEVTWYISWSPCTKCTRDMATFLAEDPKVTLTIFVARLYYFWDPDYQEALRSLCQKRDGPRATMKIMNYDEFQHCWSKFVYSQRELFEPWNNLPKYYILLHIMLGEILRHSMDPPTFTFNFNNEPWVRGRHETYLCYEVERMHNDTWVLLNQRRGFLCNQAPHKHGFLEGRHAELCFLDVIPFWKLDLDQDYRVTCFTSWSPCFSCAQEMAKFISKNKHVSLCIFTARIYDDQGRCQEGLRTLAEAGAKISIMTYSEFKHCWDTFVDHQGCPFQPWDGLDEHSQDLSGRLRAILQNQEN
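HeLa cells stably expressing Vif and C-terminally eYFP-tagged A3G, seeded overnight at 37 deg C, then exposed to compound by pintool overnight at 37 deg C. Rise in yellow fluorescence (Ex 488/Em 500-530, Acumen) marks blocked Vif-driven A3G degradation.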
Vif-APOBEC3F blk: qHTS for Inhibitors of Vif-A3F Interactions: qHTS; AID 602313, 2012; Potency, µM (highest dose often 46.1 µM), inactives show at the top dose activity, negative = active; actives 0.2% (n = 390,000); HeLa A3F-eYFP + Vif (tagged APOBEC3F with the HIV-1 protein that degrades it), YFP fluorescence increase; also: potency is read from the fitted curve at half-maximal effect; % of control where 0% means no effect; nearly all actives have a fitted effect of over 65% in size
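HeLa cells stably expressing A3F-eYFP plus Vif, plated and incubated overnight at 37 deg C, then exposed to compounds overnight at 37 deg C. Blocked degradation read as raised yellow fluorescence (Ex 488/Em 500-530).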
RXFP1 agonist: qHTS Assay for Agonists of the Relaxin Receptor RXFP1 | Relaxin receptor 1 (Homo sapiens), Q9HBX9 | HEK293T-RXFP1 cAMP TR-FRET, 30 min; response scale: percent of porcine relaxin response, buffer zero | Potency, µM (doses to about 57.5 µM), without a hit: at the highest dose activation, most hits filed as activators | actives 0.3% (n = 370,000); also: potency is read from the fitted curve at half-maximal effect; % is scaled to controls: 0 for no effect and ±100 for the full control effect; nearly all actives have a fitted effect of over 60% in size; many of its hits are not listed in these tables
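HEK293T cells stably expressing RXFP1 were pretreated with the PDE4 inhibitor Ro 20174, exposed to compounds for 30 min at 37C, lysed, and cAMP was read by TR-FRET. Data normalized to buffer (basal) and 29 nM porcine relaxin (100%).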
Glioma ERSR ind: qHTS for Inducers of the Endoplasmic Reticulum Stress Response (ERSR) in Human Glioma: qHTS; U87-MG GRP78 promoter luciferase reporter, 16 h; Potency, µM, for the others: at the top dose activation, usual class: activators; actives 0.02% (n = 420,000); AID 602332, 2012; also: potency is read from the fitted curve at half-maximal effect; series mostly up to about 76 µM; % of control where 0% means no effect; nearly all actives have a fitted effect of over 35% in size
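Stably transfected U87-MG glioma cells carrying a GRP78-based luciferase sensor; 16 h compound incubation. Luminescence end-point read 10 min after Bright-Glo addition at room temperature.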
* marks the source's active call; other numbers are inactive results; ? = inconclusive; / = not tested or not shown; & = joins results of further samples; [ ] = another dose, or the depositor's remark. Unless noted, calls follow the shape of the dose curve; as a rule, active = well fitted curve in the direction sought with a large enough effect; inconclusive = small, poorly fitted or top-dose-only effect, or another doubt; inactive = no such curve, though single readings can be large; an effect the other way counts as inactive or inconclusive.

nr	Compound	TrxR1 substrate	IDH1 R132H inh	PI4K2A block	USP1-UAF1 inh	LDHA block	Vif-APOBEC3G blk	Vif-APOBEC3F blk	RXFP1 agonist	Glioma ERSR ind
1	COc1ccc(-n2c(SCc3nc(-c4ccc(C)cc4)no3)nnc2-c2ccccc2)cc1	-9.2%	-0.9%	-1.5	-12.8%	-14.2	2.9%	6.6%	0.8%	-5.1%
2	NC(=O)C1CCCN(CC(=O)N2CCN(c3ccccc3)CC2)C1 (configuration not stated)	-1.0%	1.0%	0.7	5.5%	-2.1	0.0%	?	-1.0%	0.3%
3	COc1ccc2oc(=N)c(-c3nnc4n3CCCCC4)cc2c1	32.6%	1.0%	-3.9	-20.9%	0.0	0.1%	-0.9%	0.5%	1.1%
4	COc1ccc(N2CCN(Cc3nc4c(c(=O)[nH]c(=O)n4C)n3Cc3ccccc3F)CC2)cc1	5.4%	-22.1%	-10.5	17.8%	3.9	2.1%	0.5%	0.1%	-3.0%
5	COc1cc(NC(=O)C2CCN(S(=O)(=O)c3cccc4nonc34)CC2)cc(OC)c1	-5.6%	2.6%	4.4	1.9%	-0.7	-1.5%	-1.1%	0.9%	-0.3%
6	COc1ccc(CN(C(=O)c2cc3ccccc3oc2=O)C2CCS(=O)(=O)C2)cc1OC (configuration not stated)	-12.0%&2.6%	-7.1%&0.0%	-6.3&-1.0	?	-9.6&4.1&-5.8	1.9%&0.3%	-10.0%&3.5%	0.5%&4.0%	-0.6%&1.1%
7	CCCC(=O)N1CCC1(C)C(=O)NCc1ccc(SC)cc1 (configuration not stated)	/	/	-2.7	/	3.2	-1.7%	/	/	-1.5%
8	O=C(NC1CCCc2ccccc21)c1ccc2c(c1)sc1nc(-c3ccccc3)cn12 (configuration not stated)	2.0%	9.2%	4.3	-3.6%	1.4	2.9%	-28.4%	0.6%	-0.3%
9	Cc1ccc2[nH]cc(C(=O)CN3CCOCC3)c2c1	3.6%	0.4%	-3.0	-8.7%	-0.6	2.5%	-1.5%	-0.1%	-6.3%
10	Nc1nc(C23CC4CCC(CC(C4)C2)C3)cs1	-7.2%	2.6%	5.8	-18.0%	-1.1	-2.8%	2.9%	0.8%	-2.0%
11	CCN1CCN(C(=O)C2=C(C(=O)O)CCCC2)CC1	5.7%	9.4%	1.3	6.6%	1.5	1.3%	-3.7%	1.6%	-4.4%
12	Cc1cc(C)nc(N/N=C2/CCSc3ccc(F)cc32)n1	-12.7%	10.9%	-4.4	2.0%	11.0	-2.1%	-24.7%	-2.0%	0.8%
13	CCN(CC(=O)Nc1c(F)cccc1F)C(=O)/C=C/c1cn(Cc2ccccc2)nc1-c1cccnc1	-9.3%	0.2%	-4.8	-9.8%	1.0	-5.5%	-8.6%	3.1%	-3.9%
14	O=C(COC(=O)/C=C/c1ccc(C(F)(F)F)cc1)NCCC1=CCCCC1	1.6%	0.0%	-2.1	-15.6%	-10.7	0.2%	2.4%	0.1%	4.0%
15	CC(=O)Nc1cc(=O)c2cccnc2[nH]1	25.4%	7.0%	-1.2	?	11.2	-1.3%	?	/	1.5%
16	COc1ccc(CN(C)c2ccc(-c3nc(-c4ccc(OC)c(OC)c4)no3)cc2[N+](=O)[O-])cc1	-3.8%	-12.0%	-4.7	-18.0%	-8.7	5.2%	-1.0%	-2.7%	-3.1%
17	O=C(COc1ncnc2c(Cl)cc(Cl)cc12)Nc1cc([N+](=O)[O-])ccc1Cl	-1.3%	1.8%	0.2	4.4%	-1.9	-4.3%	-0.9%	-0.4%	-3.8%
18	O=C(c1ccccc1)c1ccc(OCC(=O)N2CCOCC2)cc1	3.8%	3.6%	-3.1	-11.9%	-2.2	6.1%	-2.9%	0.1%	-0.2%
19	CCN(CCCNC(=O)CN1N=C(c2ccccc2)CCC1=O)c1cccc(C)c1	3.8%[57.1 µM]	5.8%	-9.1	3.8%	15.5	-1.5%	5.3%	-0.6%	-3.8%
20	COc1cc(C(=S)N2CCOCC2)ccc1OS(=O)(=O)c1ccc(Cl)cc1	2.5%	15.0%	-10.5	-11.3%	4.0	-0.4%	-12.1%	1.2%	3.2%
21	O=C(CCCN1C(=O)/C(=C/c2cccs2)SC1=S)NNC(=O)c1ccc(F)cc1	-3.4%	5.9%	-14.2	-4.7%	2.4	-0.4%	?	-0.6%	-12.9%
22	CCCC(=O)Nc1nnc2n1CCS2	9.0%[57.1 µM]	-4.5%	-12.4	?	3.0	0.8%	-4.1%	3.6%	-4.7%
23	N/C(CC(=O)NCCOc1ccccc1)=N\O	8.7%[57.1 µM]	-3.0%	1.3	-10.7%	-3.6	1.2%	-6.3%	5.6%	-5.0%
24	COc1ccc(C(O)Cn2c(=N)n(CCCN(C)C)c3ccccc32)cc1 (configuration not stated)	0.5%[57.1 µM]	0.5%	-7.8	6.0%	-7.4	-0.4%	-1.5%	0.3%	-6.4%
25	CCC(=O)c1cc2c(C)cc(=O)oc2c(C)c1O	4.8%[57.1 µM]	3.8%	8.5	-8.1%	-1.3	1.2%	-8.1%	3.0%	-1.4%
26	COc1ccc(OC(C)C(=O)NC2CCCCCCC2)cc1 (configuration not stated)	-3.2%	-2.6%	-3.7	-2.5%	1.2	0.1%	-0.2%	/	-2.4%
27	CC(=O)NCCNc1nc2cc(-c3ccc(C(=O)N4CCN(C)CC4)cc3)sc2c(=O)n1C	/	/	-14.7	/	-4.3	-7.2%	/	/	-4.6%
28	Cc1ccc(C(=O)N/C(=C\c2ccc(-c3cccc([N+](=O)[O-])c3)o2)C(=O)NCCCN2CCOCC2)cc1	-2.9%	15.5%	-12.3	-16.2%	-0.1	0.0%	-25.6%	-2.4%	-2.3%
29	O=C(COc1ncnc2ccccc12)NC1CCCCC1	-2.6%	-17.8%	3.0	2.2%	-2.1	-0.8%	2.1%	/	3.6%
30	O=C(O/N=C\c1ccc(N2CCCCC2)c([N+](=O)[O-])c1)c1cccc(Cl)c1	-1.1%	2.1%	4.6	-3.0%	1.6	0.0%	3.2%	-2.7%	-1.6%
31	CS(=O)(=O)c1ccc(C(=O)N2CCN(C(=O)c3ccco3)CC2)cc1	4.1%	-5.3%	0.5	-17.1%	-5.1	-0.8%	-4.7%	0.1%	-3.7%
32	c1cc2nc(C34CC5CC(CC(C5)C3)C4)[nH]c2cn1	3.0%	-2.9%	0.9	-19.5%	-32.6*	2.0%	-6.3%	4.0%	-3.5%
33	O=C(O)c1cc(-c2ccc3ccccc3n2)nc2ccccc12	-2.1%	8.8%	-0.7	-24.0%	-4.1	-2.5%	0.2%	0.7%	-8.5%
34	CCCCNS(=O)(=O)CCNCc1ccccc1OC	4.2%	4.7%	-1.4	?	0.3	2.7%	-5.5%	/	-1.9%
35	COCC1CCN(C(=O)c2oc3c(F)cccc3c2C)C1 (configuration not stated)	1.8%	-4.4%	-1.0	-24.7%	-4.0	3.3%	2.3%	1.8%	?
36	CCCCN(CC)CCNC(=O)c1cc2c(=O)[nH]c3ccc(C)cc3c2s1	40.2%[activator][57.1 µM]	-8.0%	6.6	0.6%	-4.0	3.5%	?	1.9%	-13.5%
37	CC1CCc2c(sc3ncnc(NCCCOC(C)C)c23)C1 (configuration not stated)	-15.2%	4.7%	-1.6	-9.4%	-1.6	-6.3%	-0.7%	3.2%	2.1%
38	CC1Oc2ccc(C#N)cc2N(Cc2ccc(F)cc2)C1=O (configuration not stated)	/	/	-2.1	/	-4.3	-3.9%	/	/	0.0%
39	Cn1c(CN2CCCC(C(=O)c3ccc4c(c3)OCO4)C2)nc2ccccc21 (configuration not stated)	5.0%	5.5%	6.2	-19.9%	-6.2	14.9%	-11.6%	-2.0%	-5.3%
40	Cn1c(=O)c(-c2ccccc2)c(O)c2ccccc21	-0.3%	5.4%	-5.6	1.7%	-8.3	-3.0%	1.8%	1.0%	-3.8%
41	CN(C)S(=O)(=O)c1ccc(C(=O)Nc2ccccc2SCCC#N)cc1	-2.1%	-0.5%	-1.1	-7.4%	-2.0	1.8%	0.0%	2.2%	-0.2%
42	O=C(COc1ccccc1C(=O)NCC1CCCO1)Nc1ccc(Br)cc1 (configuration not stated)	-3.0%	-0.8%	0.3	-9.1%	-6.6	1.2%	0.2%	0.3%	2.4%
43	CCOc1ccc(C(=O)c2cc([N+](=O)[O-])ccc2Cl)cc1	2.5%[57.1 µM]	3.3%	6.9	-8.5%	-2.9	-10.8%	5.9%	-1.8%	-3.2%

Some of the compounds tested; rates above refer to the full screens.
